Screening data as filed in PubChem.
PAX8 inh HTS = inhibitors of PAX8 transcriptional activity in RMG-I cells; RMG-I TPO-luciferase reporter, SteadyGlo, 24 h; inhibition, % at 12.6 µM; 1.2% of 360,000 active; AID 652154;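 active = mean replicate inhibition at least 60% with every replicate also reaching 60%; inconclusive = only one of the two criteria is met; inactive = mean below 60% and not all replicates reaching 60%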;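 note: luciferase light reporting Pax8 driven TPO promoter activity; plate controls were median of neutral control wells for no effect and mitoxantrone controls for full effect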
Xi reactivation = reactivates the inactive X chromosome in mouse fibroblasts; XiGFP mouse fibroblasts, % GFP-positive cells imaging, 3 d; cells co-treated with 5-aza-dC sensitizer; scaled so ellipticine positive control = 100%; activation, % at 7.58 µM; 0.055% of 360,000 active; AID 743238;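 active = mean normalized replicate activation at least 10% and every replicate at or above 10%; inconclusive = only one of the two criteria met; inactive = mean below 10% and not all replicates reach 10%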;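 note: 0% = median of on-plate neutral control wells and 100% = ellipticine 6 µM median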
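Material: XiGFP fibroblasts, SV40-immortalized. Buffer or medium: DMEM plus 5-aza-dC sensitizer. Compound: single concentration per compound, delivered by pin transfer. Times: 3 days compound exposure. Controls: ellipticine 6 µM.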
CFTR F508del cor = CFTR F508del correction in bronchial cells; 0.36% of 350,000 active; activity (quench increase), % at 7.58 µM; CFBE cells, YFP halide quenching; stimulated with forskolin plus potentiator P3; % fluorescence drop versus neutral controls;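 active = mean added fluorescence quench of at least 8% versus neutral control, with both replicates also reaching 8%; inconclusive = only one of the mean or replicate conditions met; inactive = mean below 8% and not both replicates reaching 8%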;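 note: cells transiently co-express mutant CFTR-F508del with the halide-sensitive YFP; corrector assay measuring rescue of mutant channel to the surface after 24 h compound exposure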
ARNT TACC3 PPI = disrupts binding between human ARNT and TACC3 | Q9Y6A5 | AlphaScreen His-ARNT PAS-B/GST-TACC3 binding, luminescence; TACC3 fragment carries E629A point mutation | inhibition, % at 9.99 µM | 0.66% of 390,000 active;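 active = mean inhibition of replicates at least 50% and at least half of replicates each reaching 50%; inconclusive = half or more replicates reach 50% but mean below 50%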;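 note: 0% = complete ARNT plus TACC3 wells and 100% = ARNT alone without TACC3; many hits fall short of the cut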
ERp5 block = inhibitors of human ERp5; ERp5 insulin aggregation, absorbance 650 nm, 90 min; inhibition, % at 9.99 µM; 0.05% of 350,000 active; AID 651711;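 active = mean replicate inhibition above about 25%, with every replicate also reaching it, limit read from the data, passing the limit was not always enough; inconclusive = only one of those two criteria met; inactive = neither criterion met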
Target sequence (Q15084 whole entry, looked up): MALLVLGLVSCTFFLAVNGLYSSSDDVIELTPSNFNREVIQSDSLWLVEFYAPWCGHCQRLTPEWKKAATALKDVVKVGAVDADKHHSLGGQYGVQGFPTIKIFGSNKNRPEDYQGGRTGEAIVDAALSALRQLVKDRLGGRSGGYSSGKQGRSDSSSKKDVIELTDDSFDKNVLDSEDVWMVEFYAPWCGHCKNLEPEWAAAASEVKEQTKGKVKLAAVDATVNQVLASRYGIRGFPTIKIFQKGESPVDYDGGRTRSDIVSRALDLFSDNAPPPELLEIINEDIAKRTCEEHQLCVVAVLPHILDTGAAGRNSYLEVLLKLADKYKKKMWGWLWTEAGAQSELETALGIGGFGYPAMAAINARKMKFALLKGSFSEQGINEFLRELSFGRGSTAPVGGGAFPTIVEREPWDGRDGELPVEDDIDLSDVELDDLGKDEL
EWS-Fli block = EWS/Fli transcriptional activity inhibition; inhibition, % at 12.6 µM; A673 NR0B1-luciferase reporter, viability-normalised; 0.67% of 350,000 active;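 active = mean inhibition of at least 50% after viability correction, with every replicate also passing that limit; inconclusive = mean reaches 50% but only one of two replicates passes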;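 note: firefly luciferase signal divided by Alamar Blue viability fluorescence both relative to DMSO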
INS-1E GSIS act = GLuc luminescence reporter in INS-1E cells, primary screen for activators of glucose-dependent secretion of insulin. activation, % at 16.6 µM. 0.61% of 370,000 active. INS-1E GLuc reporter insulin secretion, 2-3 h;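 active = lowest replicate activation of at least 40%, so every replicate reaches that level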;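 note: 0% = median of neutral control wells and 100% = median of IBMX positive control wells; some compounds called inactive have numbers as strong as hits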
DENV2 CPE = DENV2-induced cell death inhibition. DENV2-infected cells, cytopathic effect rescue, plate reader. CPE inhibition, % at 9.99 µM. 1.7% of 350,000 active. AID 651640; in the data active = CPE inhibition above about 20%, passing the limit was not always enough; inconclusive = no clear call, values can overlap the other calls; tested in BHK-21 cells;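 note: 0% = median of neutral control wells and 100% = median of positive control wells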
* = called active by the depositor; ? = inconclusive; / = not tested or not shown; & = joins results of further samples; ! = not active in a repeat.

SMILES	PAX8 inh HTS	Xi reactivation	CFTR F508del cor	ARNT TACC3 PPI	ERp5 block	EWS-Fli block	INS-1E GSIS act	DENV2 CPE
COc1ccc(O)c(C(=O)c2cnn(C(=O)c3cccc(S(=O)(=O)N(C)C)c3)c2)c1	17	0.3	-1.0	1	3	-6	12	-4
O=C(O)c1cc(-c2ccc3c(c2)OCO3)nc2ccc(Br)cc12	12	0.0	-3.7	2	-3	2	2	0
Cc1ccc(S(=O)(=O)Nc2cccc3c2O[C@@H](CN(C)C(=O)Nc2ccc4c(c2)OCO4)[C@@H](C)CN([C@@H](C)CO)C3=O)cc1	/	-0.8	-0.8	8	-3	0	-8	-11
CNC[C@@H]1Oc2cc(C#Cc3ccc(OC)cc3)ccc2S(=O)(=O)N([C@@H](C)CO)C[C@H]1C	/	-0.6	-2.0	5	2	-3	19	19
Cc1ccc(C)c(S(=O)(=O)N2CCN(c3ncccn3)CC2)c1	4	0.0	0.9	7	7	16	1	5
O=C(O)c1ccccc1-c1ccccc1C(=O)NCc1cccc(C(F)(F)F)c1	-23	0.0	-1.0	0	-4	-5	3	-8
CN(C)c1ccc(C(=O)N=c2sccn2C)cc1[N+](=O)[O-]	-106	-0.1	-1.2	-10	-2	-124	0	8
CCN=C1NC(c2ccccc2C(F)(F)F)C(C(=O)OC)=C(C)N1C (stereo not drawn)	-11	0.3	-0.5	/	-1	-2	16	21*
C[C@H]1CN([C@@H](C)CO)C(=O)c2cccc(NC(=O)Nc3ccccc3)c2O[C@@H]1CN(C)Cc1ccc(Oc2ccccc2)cc1	9	-0.2	-3.4	12	-1	6	9	12
COC(=O)c1c(C)[nH]c(C(=O)COC(=O)CCNS(=O)(=O)c2cccc(C(F)(F)F)c2)c1C	-17	-0.2	-3.7	/	5	-1	19	-7
Cc1nc2ccc(NC(=O)CSc3nnc(C)s3)cc2[nH]1	6	0.0	-7.9	-1	1	-10	1	13
CN(C)CCOC(=O)c1sc2ccccc2c1Cl	11	0.2	1.5	-4	-2	7	5	6
O=C1NCCN(Cc2ccc(Cl)c(F)c2)C1CC(=O)N1CCc2ccccc2C1 (stereo not drawn)	18	0.0	1.1	5	-5	6	9	6
CC(C)CCNc1nc2ccccc2nc1NS(=O)(=O)c1cccs1	-19	-0.1	-0.3	9	-1	6	27	/
CC[C@H](C)[C@@H](N)C(=O)NC[C@H]1O[C@@H](n2cnc3c(=O)[nH]c(N)nc32)[C@H](O)[C@@H]1O	-1	0.0	1.0	/	6	-8	/	-4
CCOC(=O)c1cc2c(=O)[nH]c(C(Cl)(Cl)Cl)nc2o1	1	0.0	-1.2	/	-4	0	-19	5
COc1ccc(CCNc2oc(-c3ccc(C)cc3)nc2C#N)cc1OC	-10	0.2	1.3	/	-3	-19	-4	0
O=C(CCN1CCCC1=O)NC1CCCc2c1cnn2-c1ccccc1F (stereo not drawn)	3	0.0	-1.2	4	1	/	22	-6
C[C@@H]1CCCCO[C@H](CN(C)Cc2ccc(Cl)c(Cl)c2)[C@H](C)CN([C@@H](C)CO)C(=O)c2cc(NS(=O)(=O)c3ccc(F)cc3)ccc2O1	57	0.1	-6.9	/	2	-6	-7	-8
CCCS(=O)(=O)c1ccc(COC(=O)c2cccc(NC(=O)C(C)C)c2)cc1	-2	0.0	-1.3	8	10	0	-8	-1
NC(=O)CSc1nnc(-c2ccncc2)o1	-17	0.4	/	-5	4	-5	20	1
O=C(NC1CC1)c1sc2cc(F)ccc2c1Cl	-95	0.0	2.7	3	5	-53	10	3
CC1(C(=O)NCc2ccccc2)CSCC(=O)N1CCCn1ccnc1 (stereo not drawn)	-28	-0.1	-3.5	/	1	1	1	-3
COc1ccccc1NC(=O)c1sc2nc3n(c(=O)c2c1C)CCC3	-5	0.0	-5.9	-2	/	-18	-4	-3
Cc1noc(C)c1NC(=O)N[C@H]1C=C[C@H](CC(=O)N2CCCCC2)O[C@@H]1CO	-8	-0.1	-1.0	-3	2	5	9	-6

The last 2 records of the section before are carried over, then new ones follow:
SMILES	PAX8 inh HTS	Xi reactivation	CFTR F508del cor	ARNT TACC3 PPI	ERp5 block	EWS-Fli block	INS-1E GSIS act	DENV2 CPE
COc1ccccc1NC(=O)c1sc2nc3n(c(=O)c2c1C)CCC3	-5	0.0	-5.9	-2	/	-18	-4	-3
Cc1noc(C)c1NC(=O)N[C@H]1C=C[C@H](CC(=O)N2CCCCC2)O[C@@H]1CO	-8	-0.1	-1.0	-3	2	5	9	-6
COc1ccc(CC(=O)Oc2ccc(C)cc2C)cc1	-1	0.0	-0.9	-24	-3	10	5	6
C[C@@H]1CN(S(=O)C(C)(C)C)[C@@H](CCO)/C1=C\CCO (stereo partly drawn)	-11	0.1	-1.4	-6	2	-1	11	-6
CC(=O)C1C(c2cccc(Oc3ccccc3)c2)NC(=O)NC1(O)C(F)(F)F (stereo not drawn)	-19	0.1	-5.2	2	12	5	1	10
C=C[C@@H]1c2cc(C)ccc2N(S(=O)(=O)c2ccc(C)cc2)[C@H](c2ccccc2)C1(C#N)C#N	31	0.1	-4.8	-2	-1	15	-1	7
CN(C)C(=O)CNc1ccn2nc(-c3cccc(Cl)c3)cc2n1	-71	0.2	3.9	/	10	-57	/	3
O=C(N/N=C/c1ccccc1Cl)c1n[nH]c2c1CCCC2	77*	0.0	2.8	2	3	14	4	6
O=C(NC1CCCCC1)N1C[C@@H]2N[C@H](C1)C2c1ccc(-c2ccc(F)cc2)cc1 (stereo partly drawn)	105*!	0.2&0.0	0.7&-4.8	/	/	8&0	-22&8	-11&-25
Cc1cccc(NC(=O)COc2coc(CN3CCN(c4ccccc4)CC3)cc2=O)c1	6	0.2	-0.8	-2	0	10	-1	-7
O=C(c1ccc([N+](=O)[O-])cc1)N1CCN(Cc2ccccc2)CC1	22	0.0	/	1	/	/	-1	/
COc1ccc(NC(=O)Nc2ccc3c(c2)C(=O)N([C@@H](C)CO)C[C@@H](C)[C@H](CN(C)S(C)(=O)=O)O3)cc1	/	-1.0	0.2	-8	-1	-8	3	12
Cc1cc(NC(=O)CSc2ccc(-c3ccc4c(c3)OCO4)nn2)no1	0	0.1	-1.1	/	-7	-16	26	-3
Cc1c(CC(Cl)(Cl)Cl)c2c(n1O)CC(C)(C)CC2=O	2	0.1	/	-5	2	-2	-49	8
COc1ccc(C(=O)N2CC(=O)Nc3ccccc32)cc1S(=O)(=O)N1CCCC1	8	0.0	-1.0	0	0	-4	-7	1
CC(=O)OC1CCC2(C)C(CCC3C2CC(=NO)C2(C)C(C(C)OC(C)=O)CCC32)C1 (stereo not drawn)	-1	0.2	-0.8	2	-1	8	-16	0
CC(=O)Nc1ccc2c(c1)C(=O)N(C)[C@@H]1CC[C@@H](CC(=O)NCc3ccc(Cl)cc3)O[C@@H]1CO2	15	0.2	2.0	-14	5	9	13	/
Fc1ccc(NC(=S)Nc2ccc(Cl)cc2)cc1	6	0.2	/	/	-2	5	-23	12
C[C@H](CO)N1C[C@H](C)[C@@H](CN(C)CC2CC2)Oc2c(NS(=O)(=O)c3ccccc3)cccc2C1=O	-22&-10	-0.1&0.1	2.5&-2.7	-15&0	-2&1	-5&-4	1	-11&0
COc1ccc([C@H]2CC(=O)C[C@@H](CCn3cc(-c4nccn4C)nn3)O2)cc1	-11	0.0	-0.7	/	0	-2	12	-6
O=C1NC(c2ccccc2)(c2ccccc2)C(=O)N1CNc1ccccn1	-21	0.1	-2.8	/	10	-3	-2	5
COc1ccc(S(=O)(=O)n2ccc(C)n2)cc1C	/	/	0.3	4	4	0	18	?
CC(C)Cn1c(-c2ccc(Br)cc2)c[nH]c1=S	30	0.0	-4.0	11	-4	8	12	-4
CC(C)NC(=O)N[C@@H]1CC[C@@H](CCNC(=O)C2CC2)O[C@H]1CO	-20	0.0	-1.1	-10	-7	-1	4	-3
C[C@H](CO)N1C[C@H](C)[C@@H](CN(C)Cc2ccncc2)Oc2ccc(NS(C)(=O)=O)cc2CC1=O	-16	0.0	1.3	-3	-3	1	23	/
COc1ccccc1C(=O)OCC(=O)NCCNC(=O)COC(=O)c1ccccc1OC	18	0.0	-0.7	11	-2	/	7	-5
C/C(=N/NC(=O)c1ccco1)c1cccnc1	-18	0.5	3.2	34	4	12	-5	5
SMILES	PAX8 inh HTS	Xi reactivation	CFTR F508del cor	ARNT TACC3 PPI	ERp5 block	EWS-Fli block	INS-1E GSIS act	DENV2 CPE
CCOC(=O)N1CCN(C(=O)c2cc3c(-c4ccc(Cl)cc4)nn(C)c3s2)CC1	25	0.0	3.0	-5	0	18	-38	6
COc1oc(C(=O)NC2CCCCC2)c(-c2ccc(Cl)cc2)c1S(=O)(=O)c1ccccc1	-18	0.0	0.5	30	-4	5	/	-1
CC(=O)N1CC2(C1)[C@@H](c1ccccc1)[C@@H](CO)N2CC1CCOCC1	-1	0.0	-0.5	/	3	-3	-11	22*
COc1ccc([C@@H]2CC=C(C(=O)O)[C@H](c3ccc(Cl)cc3)N2S(=O)(=O)c2ccccc2C)cc1	-12	0.0	-1.8	-3	3	11	/	1
CCc1nc2ccc(C(=O)Nc3ccc(C(N)=O)cc3)cn2c1N(C)CCC(C)C	16	0.0	2.7	/	-4	11	4	19
O=C(CCc1ccccc1)N=C1SC2CS(=O)(=O)CC2N1Cc1ccccc1 (stereo not drawn)	1	0.0	0.9	/	-5	11	7	2
O=C(O)Cn1nnc2ccccc21	1	0.5	-0.2	-3	0	3	29	4
COc1cccc(-c2ccc3ncnc(NCc4cccc(C)c4)c3c2)c1	-22	0.0	1.5	-1	-1	8	/	/
COc1cc2c(c(OC)c1OC)-c1c(cc(OC)c(OC)c1OC)C[C@](C)(O)[C@@H](C)C2	18	0.0	-0.1	3	-5	-4	11	9
O=C(CN1CCCC1)OCCCC1CCCCC1	3	0.0	-1.5	2	5	4	1	-1
COCCOC(=O)C1=C(C)NC(=O)NC1c1ccc(-c2ccc(F)cc2)o1 (stereo not drawn)	12	0.3	-0.4	8	0	14	-12	?
C[C@@H]1CN([C@H](C)CO)C(=O)c2cccc(NS(C)(=O)=O)c2O[C@H]1CN(C)Cc1ccc(Oc2ccccc2)cc1	14	-0.1	2.1	30	-2	9	-9	5
O=c1c(-c2ccc(Cl)cc2)coc2c(CN3CCCCC3)c(O)ccc12	-3	0.0	-0.6	-8	5	-11	30	2
COc1cccc(N2CC(=O)N(c3cccc(OC)c3)CC2=O)c1	5	0.3	-0.7	/	-2	-3	-1	5
COc1ccccc1C#Cc1ccc2c(c1)O[C@@H](CN(C)Cc1cncnc1)[C@H](C)CN([C@H](C)CO)S2(=O)=O	86*	-1.4	0.7	10	7	18	-41	?
O=C1CCCN1c1nccs1	0	0.0	0.5	0	-2	14	8	-2
CCCNC(=O)[C@@H]1[C@@H](CO)[C@@H]2Cn3c(ccc(-c4ccccc4F)c3=O)[C@H]1N2CC1CC1	10	0.3	-2.3	-7	3	3	1	17
Cc1noc(C)c1NC(=O)Nc1cccc2c1O[C@H](CN(C)CC1CC1)[C@H](C)CN([C@@H](C)CO)C2=O	-12	0.1	0.3	/	0	-21	0	-9
C/C(Cc1ccccc1)=N\NC(=O)CNC(=O)COc1ccccc1	-8	0.1	-0.1	-2	-10	10	-15	9
COc1cc(/C=C/C(=O)OCC(=O)Nc2c(C)n(C)n(-c3ccccc3)c2=O)ccc1OCC#N	9	0.0	4.5	/	-4	8	3	-1
COc1cc(NC(=O)COC(=O)CNS(=O)(=O)c2ccc(F)c(F)c2F)cc(OC)c1	5	0.4	/	-1	0	-1	-2	-5
